MEKK2mut PB1 HTS – signal of MEK5 binding to mutant human MEKK2 PB1 domain; bead flow cytometry, Alexa488-MEK5 binding to MEKK2 mutant; actives 0.35% (n = 290,000); percent response, % at 10 µM; in the data active means percent response above about 24%, passing the limit was not always enough; further: inactives centre near 1; some results filed as inactive read as strong as hits
SUMO HTRF inh – SUMOylation inhibition; P63279; HTRF SUMOylation assay, SAE1/SAE2 + UBC9, in vitro; inhibition, % at 35 µM; actives 0.36% (n = 290,000); in the data active means inhibition above about 50%, passing the limit was not always enough; further: strong numbers were not always called active
Target sequence (P63279 whole entry, looked up): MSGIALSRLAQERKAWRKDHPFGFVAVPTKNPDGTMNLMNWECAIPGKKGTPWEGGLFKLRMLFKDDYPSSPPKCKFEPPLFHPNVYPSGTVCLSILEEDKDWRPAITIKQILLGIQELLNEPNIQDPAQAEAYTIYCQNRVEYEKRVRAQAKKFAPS
IMP-1 inhibitor – blocks Pseudomonas aeruginosa IMP-1 metallo-beta-lactamase | purified IMP-1, nitrocefin hydrolysis, epi-absorbance fluorescence | inhibition, % at 5.6 µM | actives 0.45% (n = 290,000);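 active means inhibition above the mean plus 3 SD of all compounds in the same screening run, cut at about 4.5% in these data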;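 further: 0% = IMP-1 with DMSO and 100% = DMSO wells lacking enzyme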
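System: Purified IMP-1 | Read-out basis: Percent enzyme inhibition | Controls: IMP-1 with DMSO as 0%, enzyme-free DMSO as 100% | Replicates: One well per compound | Doses: 5.6 µM nominal single concentration | Detection: Epi-absorbance fluorescence, 480 nm excitation, 530 nm emission | Incubation: 25 °C, 15 min preincubation, 25 min reaction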
FID counter – displaces DNA intercalator in HCV helicase counter-screen. actives 0.17% (n = 290,000). DNA fluorescent intercalator displacement, fluorescence. AID 1845. inhibition, % at 7.9 µM; in the data active means inhibition above about 37%;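 further: 0% = vehicle and 100% = reference compound; higher means more ethidium bromide displaced from hairpin DNA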
M18AAP inhibitor – PfM18AAP enzyme inhibition | recombinant PfM18AAP, H-Glu-NHMec fluorogenic cleavage | actives 1.2% (n = 290,000) | inhibition, % at 7.35 µM;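 active means inhibition above the campaign mean inhibition over all tested compounds plus 3 SD, cut at about 28% in these data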;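 further: 0% = plate median of test compound wells and 100% = 2 mM ZnCl2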
HCV NS3 hel inh – inhibitors of Hepatitis C virus NS3 helicase; NS3 helicase DNA unwinding, Cy5 molecular beacon fluorescence; actives 0.56% (n = 290,000); inhibition, % at 10.9 µM; AID 1800;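 active means inhibition above the mean of all tested compounds plus 3 SD, set per campaign, cut at about 35% in these data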;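 further: 0% = DMSO wells and 100% = thioflavine S control wells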
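Assay system: hepatitis C virus NS3 helicase domain fragment enzyme. Also added: annealed dual-labelled DNA beacon duplex, ATP-started. Timing: 1 h reaction at 25 °C, ATP-initiated. Technique: Cy5 fluorescence at 0 and 60 min, beacon hairpin quenching. Evaluation: % inhibition of unwinding. Replication: one well per compound.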
VIM-2 inh – inhibitors of Pseudomonas aeruginosa VIM-2 metallo-beta-lactamase | inhibition, % at 5.6 µM | purified VIM-2, nitrocefin hydrolysis, epi-absorbance fluorescence | AID 1527 | actives 0.89% (n = 290,000);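 active means inhibition above the mean of all tested compounds plus 3 SD, cutoff set per screening run, cut at about 7.5% in these data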;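 further: red hydrolysis product quenches plate fluorescence so inhibitors raise well fluorescence; 0% = enzyme with DMSO and 100% = DMSO without enzyme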
NALP1 yeast inh – inhibitors of NALP1 inflammasome in yeast | S. cerevisiae NALP1/ASC/caspase-1 growth, X-gal OD620, 72 h | inhibition, % at 10 µM | actives 0.61% (n = 280,000); in the data active means inhibition mostly above about 24%, no sharp cut-off; inactive means mostly below about 32%; further: some compounds called inactive have numbers as strong as hits
MEKK2 WT-MEK5 – raises or lowers MEK5 binding to wildtype human MEKK2 PB1 domain; bead flow cytometry, Alexa488-MEK5 binding to MEKK2 WT; actives lie on both sides; actives 1.1% (n = 290,000); Q9Y2U5; binding response (% of control), % at 10 µM; in the data active means binding response below about 67% or above about 130%
The depositor's hits bear a star; . = no result given. Random draw from the library. Share with any hit: about 4.7%.

SMILES | MEKK2mut PB1 HTS | SUMO HTRF inh | IMP-1 inhibitor | FID counter | M18AAP inhibitor | HCV NS3 hel inh | VIM-2 inh | NALP1 yeast inh | MEKK2 WT-MEK5
CSc1cccc(NC(=O)COc2cccc3ccccc23)c1 | 2 | 4 | -2.2 | -4 | -3 | -2 | -1.9 | -19 | 101
CCCCCC(C)n1[nH]c(=O)cc1N (stereo not drawn) | 1 | 26 | -0.7 | -15 | 0 | -3 | -4.8 | -9 | 99
CCCOc1ccc(C(=O)Nc2ccccc2[N+](=O)[O-])cc1 | 0 | . | -0.5 | 5 | -3 | -14 | 0.2 | . | 94
Cn1c(CNC(=O)CNC(=O)c2ccccc2)cc(=O)n(C)c1=O | 3 | 10 | -1.5 | 2 | -3 | -3 | -1.8 | 18 | 101
O=C(NNS(=O)(=O)c1ccccc1[N+](=O)[O-])c1ccncc1 | -2 | 8 | -5.3 | 1 | 18 | 7 | -2.8 | 10 | 99
O=C(NNc1cccc(Cl)n1)Nc1ccc(F)cc1 | 4 | -6 | -1.7 | 1 | 52* | 3 | -2.5 | 10 | 110
C[C@@H](C(=O)Nc1ccc2ccccc2c1)[C@H]1C[C@]1(C)[C@H](NP(=O)(c1ccccc1)c1ccccc1)c1ccccc1 | 2 | -3 | -2.0 | -11 | -6 | -19 | -0.1 | 24 | 99
COc1ccc(NC(=O)/C(C#N)=C\c2cc(C)n(-c3ccc(Oc4ccc([N+](=O)[O-])cn4)cc3)c2C)cc1 | -1 | 15 | -5.9 | -8 | -8 | 15 | -5.5 | 2 | 102
CCOC(=O)c1cc([N+](=O)[O-])sc1NC(=O)c1ccc(S(=O)(=O)N2CC3(C)CC2CC(C)(C)C3)cc1 (stereo not drawn) | -1 | 18 | -0.8 | 1 | -8 | 18 | 2.6 | 26 | 100
O=C(NCCCN1CCCCC1)c1ccc(CS(=O)c2ccc(Cl)cc2)o1 (stereo not drawn) | 2 | 0 | -1.4 | 2 | -3 | 4 | -0.9 | 0 | 105
CCn1c(SCC(=O)OC(C)C)nnc1-c1ccccc1 | 0 | -2 | -2.0 | -7 | -7 | -15 | -0.4 | 15 | 95
O=C(NCc1ccccc1)c1cc(-c2ccncc2)nc2ccccc12 | 1 | 4 | -2.8 | -28 | 8 | -7 | -3.0 | 4 | 101
Cc1ccccc1NC(=O)CN1CCc2ccccc2C1 | 2 | -1 | -1.1 | -9 | -4 | 0 | -1.2 | 19 | 105
CCOc1ccc(NC(=O)Cn2cc(C(C)=O)c3ccccc32)cc1 | 7 | 9 | -1.8 | -6 | 1 | -4 | -1.9 | 25 | 104
S=c1[nH]nc(-c2n[nH]c3c2CCC3)n1/N=C/C=C/c1ccco1 | -4 | 45 | -1.9 | -8 | 23 | 10 | -2.5 | -7 | 92
COCCOC(=O)C1=C(C)NC2=C(C(=O)CCC2)C1c1cc2c(cc1Br)OCO2 (stereo not drawn) | -5 | 6 | -1.9 | -18 | 4 | -2 | -4.2 | 14 | 91
O=C(Nc1cccnc1)c1ccccc1O | 3 | -3 | -3.0 | -8 | 0 | -8 | -0.9 | -25 | 101
CN(C)S(=O)(=O)c1cccc(C(=O)NCC2CCCO2)c1 (stereo not drawn) | 2 | 18 | -3.0 | 0 | -8 | 0 | 0.1 | 4 | 102
CC(=O)N1c2ccc(S(=O)(=O)N3CCC(C(=O)N4CCN(c5cccc(C(F)(F)F)c5)CC4)CC3)cc2CC1C (stereo not drawn) | 4 | -6 | -3.5 | -58 | -5 | -12 | -1.3 | 12 | 100
COc1ccc(CNC(=O)C(C)N=C2NS(=O)(=O)c3ccccc32)cc1OC (stereo not drawn) | 2 | 0 | 1.9 | -1 | 1 | 20 | -1.7 | . | 104
Cc1ccc(-c2csc3nc[nH]c(=S)c23)cc1 | -1 | -1 | -3.0 | 0 | -1 | -7 | -4.1 | 7 | 97
Cc1cc(NC(=O)CCSc2ccc(Cl)cc2)no1 | -2 | 0 | -3.1 | -3 | 4 | 1 | -2.8 | -3 | 96
CCCCNC(=O)Nc1ccccc1C(=O)NCc1ccco1 | 1 | 12 | -2.9 | -11 | 8 | 8 | -2.2 | 23 | 104
Cc1cccc(/C(N)=N/OC(=O)Cc2cccs2)c1 | 0 | -20 | -6.0 | -7 | -10 | 4 | 0.3 | 5 | 91
COc1ccc(S(=O)(=O)NCc2ccco2)cc1N(C)S(=O)(=O)c1ccccc1 | 9 | 10 | -1.7 | -12 | 4 | -12 | -1.9 | 1 | 102
NC(=O)c1ccccc1OCC(=O)O | 7 | -16 | -0.3 | 6 | -1 | 2 | 2.9 | 10 | 103
CC(C)c1ccccc1NC(=O)COC(=O)COc1ccccc1[N+](=O)[O-] | -10 | 1 | -2.6 | -14 | 6 | 2 | -3.4 | 22 | 94
O=C(NNC(=O)C1CCN(Cc2cccc(F)c2)CC1)c1cccs1 | 8 | 9 | -3.0 | -3 | 2 | 9 | -1.3 | 16 | 105
Cc1ccc(S(=O)(=O)N(C)c2ccc(OCC(=O)Nc3nc4ccccc4s3)cc2)cc1 | -1 | -23 | -2.8 | -7 | -5 | -2 | -0.8 | 26 | 100
CCOC(=O)c1cc2sc(C)cc2n1CC(=O)N1CCN(C(=O)c2ccco2)CC1 | 2 | -2 | 0.0 | -30 | 10 | -4 | 0.8 | 8 | 103

Part of the list above, with values under each structure:
Screens in order: MEKK2mut PB1 HTS	SUMO HTRF inh	IMP-1 inhibitor	FID counter	M18AAP inhibitor	HCV NS3 hel inh	VIM-2 inh	NALP1 yeast inh	MEKK2 WT-MEK5
- CCOC(=O)c1cc2sc(C)cc2n1CC(=O)N1CCN(C(=O)c2ccco2)CC1
 : 2	-2	0.0	-30	10	-4	0.8	8	103
- Cc1cccc(/C(N)=N/OC(=O)Cc2cccs2)c1
 : 0	-20	-6.0	-7	-10	4	0.3	5	91
- Cc1ccc(-c2csc3nc[nH]c(=S)c23)cc1
 : -1	-1	-3.0	0	-1	-7	-4.1	7	97
- COc1ccc(S(=O)(=O)NCc2ccco2)cc1N(C)S(=O)(=O)c1ccccc1
 : 9	10	-1.7	-12	4	-12	-1.9	1	102

(cont.)
SMILES | MEKK2mut PB1 HTS | SUMO HTRF inh | IMP-1 inhibitor | FID counter | M18AAP inhibitor | HCV NS3 hel inh | VIM-2 inh | NALP1 yeast inh | MEKK2 WT-MEK5
COc1ccc(Cl)cc1N(C(=O)Nc1cccc(Cl)c1)C1=NCC(C)S1 (stereo not drawn) | 0 | -15 | -3.1 | -3 | -2 | 7 | -4.4 | 25 | 108
CC(NC(=O)c1ccccc1F)c1nnc(SCC(=O)NC2=NCCS2)n1C (stereo not drawn) | -1 | 12 | -3.3 | -10 | 4 | 6 | -2.0 | -5 | 95
O=C(Cn1cc2c(n1)CCCC2)N1CCCc2ccccc21 | 2 | -7 | -1.9 | -17 | -4 | 2 | -2.6 | 19 | 105
COc1ccccc1CNC(=O)C(C)NS(=O)(=O)c1ccc(Br)cc1 (stereo not drawn) | -3 | -35 | -3.6 | -17 | 4 | 1 | -3.5 | 2 | 103
CCC(C)(C(=O)NC1CCCC1)N(Cc1ccco1)C(=O)c1ccc2c(c1)OCO2 (stereo not drawn) | -2 | 13 | -3.4 | -26 | 0 | 3 | -3.0 | -1 | 97
CCc1ccc(C2N(c3ccc(OC)cc3)C(=O)C3CCCN32)cc1 (stereo not drawn) | -1 | -2 | -1.8 | 3 | 3 | -13 | 1.2 | 24 | 99
COc1ccc(-c2cc(C(=O)N3CCc4ccccc4C3)no2)cc1OC | 6 | 21 | -2.0 | -40 | -4 | -21 | -2.7 | -8 | 106
COC(=O)c1cc(NC(=O)c2cccc([N+](=O)[O-])c2C)ccc1Cl | 1 | -3 | -2.3 | -1 | 1 | -10 | -2.5 | 19 | 101
CCOc1ccc(NC(=O)COc2ccc(OC)cc2)cc1 | -12 | -4 | -6.2 | -25 | -6 | 2 | -2.9 | 1 | 94
O=C(CCCSc1nc2ccccc2[nH]1)Nc1nnc(-c2ccccc2)o1 | -2 | -11 | -2.7 | -7 | -8 | -3 | -2.0 | 3 | 97
N#Cc1c(NC(=O)CN2CCOCC2)oc(-c2ccccc2)c1-c1ccccc1 | -5 | 14 | -4.3 | -16 | 8 | -9 | -2.5 | 10 | 95
COc1ccc(C(C)C)cc1S(=O)(=O)N1CCN(C)CC1 | 10 | -16 | -1.0 | 9 | -4 | -3 | -0.7 | 10 | 133
CCOC(=O)N1CCN(C(=O)C(=O)Nc2sc3c(c2C(N)=O)CC(C)(C)OC3)CC1 | 3 | -1 | -1.0 | -47 | 16 | 3 | -4.2 | 4 | 110
CC(Sc1nnc(-c2cccnc2)n1-c1ccccc1)C(=O)NCc1ccc2c(c1)OCO2 (stereo not drawn) | 3 | 13 | -2.6 | -18 | 1 | 0 | -1.9 | 29 | 103
Cc1ccc(-n2c(N)cc(=O)nc2SCC(=O)N2CCN(c3ccccc3)CC2)cc1 | 7 | 2 | -2.3 | -34 | 0 | -18 | -0.4 | 15 | 113
CN(C)CCC(=O)NCC1OCCc2ccccc21 (stereo not drawn) | 8 | -7 | -4.2 | 4 | -1 | -3 | -4.1 | 13 | 104
Cc1cc(C)c(NC(=O)c2ccoc2C)c(C)c1 | 3 | -7 | -1.2 | 1 | 8 | -6 | 0.0 | 16 | 102
CC(=O)Nc1ccccc1NC(=O)c1cc(C)cc(C)c1 | 10 | 7 | -0.8 | -1 | -3 | -2 | -2.8 | 4 | 108
CCOC(OCC)c1cn(Cc2ccc3c(c2)C(=O)c2ccccc2C3=O)nn1 | -4 | 22 | -0.6 | -25 | 7 | -4 | 9.9* | 12 | 104
COc1ccc(NC(=O)CSc2nc(N)c3cc4c(nc3n2)CC(C)(C)OC4)cc1 | -20 | -11 | -1.5 | -9 | 8 | 2 | -3.4 | . | 90
CCOc1cccc(C(=O)N2CCCCC2c2cccnc2)c1 (stereo not drawn) | -9 | 7 | -3.4 | -8 | 0 | -12 | -1.4 | 24 | 99
COc1ccccc1OCc1ccc(C(=O)Nc2ccc(Cl)cn2)o1 | . | -9 | -2.4 | 8 | 4 | 4 | -4.2 | -5 | 102
O=C(CSc1nc2c(c(=O)n1-c1ccc(Cl)cc1)SCC2)NCC1CCCO1 (stereo not drawn) | . | -3 | -2.9 | -4 | 2 | 8 | -1.5 | . | .
COC(=O)c1cccc(NS(=O)(=O)c2ccc(OC)c(OC)c2)c1C | 10 | 18 | -5.8 | -1 | -1 | 9 | -2.3 | 7 | 104
COC(=O)c1ccc(/C=N/Nc2nc(N3CCCCC3)nc(N3CCCCC3)n2)cc1 | -13 | 2 | -0.3 | -10 | 8 | -8 | 1.4 | -4 | 88
Cc1ccc(-n2c(CCc3ccccc3)n[nH]c2=S)cc1C | 3 | 11 | -3.9 | -40 | 2 | -5 | -0.5 | -3 | 99
Fc1ccc(CNCc2ccccc2Cl)cc1 | -3 | 7 | 0.7 | 15 | 7 | -6 | 2.2 | -6 | 93
O=C1NC(c2ccc(Br)cc2)Nc2sc3c(c21)CCC3 (stereo not drawn) | -3 | 5 | -3.3 | -3 | 13 | -11 | -2.8 | -3 | 86
Cc1ccc(-c2nc3cnccn3c2Nc2ccccc2)o1 | 10 | 17 | . | . | . | . | . | 9 | 114
